12-LOX inh – ALOX12 (human) lipoxygenase inhibition. purified 12hLO, xylenol orange hydroperoxide absorbance. P18054. Potency, µM (top dose mostly 108 µM), for the others: top-dose activity change, negative = inhibition, most hits filed as inhibitors. 1.1% of 580,000 active; active = well fitted inhibition curve with a large enough effect; inconclusive = small, poorly fitted or top-dose-only effect, or another doubt; inactive = no such curve, though single readings can be large or run the other way
Target sequence (P18054 whole entry, looked up): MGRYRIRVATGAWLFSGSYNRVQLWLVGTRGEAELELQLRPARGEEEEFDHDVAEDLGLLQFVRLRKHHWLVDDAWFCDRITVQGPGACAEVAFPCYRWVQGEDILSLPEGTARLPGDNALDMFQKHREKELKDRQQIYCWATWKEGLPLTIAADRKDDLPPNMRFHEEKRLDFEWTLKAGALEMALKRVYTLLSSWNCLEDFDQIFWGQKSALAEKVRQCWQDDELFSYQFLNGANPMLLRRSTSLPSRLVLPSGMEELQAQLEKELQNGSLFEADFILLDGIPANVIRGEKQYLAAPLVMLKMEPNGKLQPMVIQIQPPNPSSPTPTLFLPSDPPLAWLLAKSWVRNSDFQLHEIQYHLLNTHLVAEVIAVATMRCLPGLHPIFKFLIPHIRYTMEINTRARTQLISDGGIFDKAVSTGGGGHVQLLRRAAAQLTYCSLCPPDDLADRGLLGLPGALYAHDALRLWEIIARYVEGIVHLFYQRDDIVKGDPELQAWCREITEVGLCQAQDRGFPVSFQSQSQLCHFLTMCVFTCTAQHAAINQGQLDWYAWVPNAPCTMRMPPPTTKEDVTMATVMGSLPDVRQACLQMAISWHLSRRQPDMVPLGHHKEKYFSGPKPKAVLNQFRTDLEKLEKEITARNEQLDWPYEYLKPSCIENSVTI
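Purified human 12hLO at 150 nM in 25 mM Hepes, 0.01% Triton X-100, pH 7.0, preincubated 15 min at room temperature with compound. Reaction started with 40 uM arachidonic acid, 30 min at room temperature. Hydroperoxide measured by Fe-xylenol orange, 573/405 nm absorbance ratio.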
* hit, by the source's call; ? = inconclusive; [ ] = dose if it differs, or a comment. % is scaled to controls: 0 for no effect and ±100 for the full control effect; potency is read from the fitted curve at half-maximal effect. Only part of the results is shown; count on the stated rates, not on these rows.

SMILES	12-LOX inh
CCCN1CCCC12Cc1ccccc1CN([S+](=O)([O-])c1ccccc1)C2 (stereo not drawn)	6%[6.33 µM]
CC(C)CCN1CCCC2(C1)C(=NC1CCCCC1)NC(=O)N2c1cc(F)cc(F)c1 (stereo not drawn)	-1%[6.33 µM]
Cc1ncc(-c2ccc(S(=O)(=O)Nc3ccccc3F)cc2)o1	2%
N[C@@H](CC(=O)N1CCn2c(nnc2C(F)(F)F)C1)Cc1cc(F)c(F)cc1F	?
CC(=O)N1CCC(C(=O)N2CCN3C(=O)CNC(=O)[C@H]3C2)CC1	?
O=C(O)C12CC3C4C5CC(C6C5C3C61)C42 (stereo not drawn)	-46%
Cc1cccc2[nH]c(CCNC(=O)C3[C@H]4CN(C5CCCC5)C[C@@H]34)nc12 (stereo partly drawn)	46%[activator]
COc1ccc(OC)c([S+](=O)([O-])c2nnn3c2nc(NC2CC2)c2ccccc23)c1	1%[6.33 µM]
CSc1cccc(NC(=O)N[C@H]2CO[C@H]3[C@@H]2OC[C@H]3O)c1	15%[176 µM]
O=C(c1cnccn1)N1CCC2(CC1)NC(=O)N(Cc1ccc(Cl)cc1)C2=O	-2%
CCc1ccc(N2CC(c3noc(-c4cnccn4)n3)CC2=O)cc1 (stereo not drawn)	-9%
O=C(CCN1C(=O)NC2(CCCCC2)C1=O)Nc1cccc2cccnc12	0%
Cc1cc(C(=O)N2CCc3nn(Cc4ccccc4)c(=O)n3CC2)nn1C	35%[activator]
CC(=O)Nc1cccc(C(=O)Nc2cccc(-c3nnc4n3CCCC4)c2)c1	10%
Cn1cnc2c1c(=O)n(CCCn1nnc(-c3ccccc3)n1)c(=O)n2C	?
Cn1ccnc1CN1C(=O)CO[C@H](c2ccc(NC(=O)Nc3ccccc3)cc2)[C@H]1CO	48%[activator]
O=C(Nc1ccc(Br)cn1)Nc1ccc(F)cc1F	6%
COCc1ccccc1CNC(=O)c1nccnc1N	-5%
O=C(NCc1cccnc1)c1cc(CN2CCC(Cc3ccccc3)CC2)on1	-27%
CC1=NS(=O)(=O)N(C)C=C1C(=O)OCc1nc(-c2cccs2)no1	4%
Cc1cc(C(=O)N2CC3CC(C2)[C@H]2CCCC(=O)N2C3)n(C)n1 (stereo partly drawn)	-3%
O=C1NCCC[C@@H]1NC(=O)[C@@H]1CN(C(=O)c2cccc(F)c2)CCN1C(=O)C1CCNCC1	3%
Cc1noc(-c2cccc(OC3CN(C(=O)c4cnn(C)c4)C3)c2)n1	39%[activator]
COc1ccc(Cn2c(C3CCN(C(=O)Cc4ccccc4OC)CC3)n[nH]c2=O)cc1	-13%
COC(=O)[C@@]1(C#N)CC(=O)N([C@@H](C)c2ccccc2)[C@H]1c1ccc(OC)cc1	?
CC(C)c1nccn1CCCNC(=O)c1ccc(-c2cccc(F)c2)nc1	31%[activator]
CC1=C(C(=O)Nc2ccc(C)cc2)C(c2ccc(Br)cc2)NC(=S)N1 (stereo not drawn)	?
O=C1Nc2ccccc2CC12CCN([S+](=O)([O-])c1cccc(C(F)(F)F)c1)C2 (stereo not drawn)	45%[activator]
COc1ccc(-c2[nH]ncc2CNC(=O)[C@H]2CCC[C@@H](O)C2)cc1	44%[activator]
CCOC(=O)c1ccccc1NC(=O)Cn1c(-c2cnccn2)nc(C)c(C)c1=O	31%[activator]

Not a retest: entries from further up.
SMILES	12-LOX inh
Cn1ccnc1CN1C(=O)CO[C@H](c2ccc(NC(=O)Nc3ccccc3)cc2)[C@H]1CO	48%[activator]
O=C(Nc1ccc(Br)cn1)Nc1ccc(F)cc1F	6%
COCc1ccccc1CNC(=O)c1nccnc1N	-5%
O=C(NCc1cccnc1)c1cc(CN2CCC(Cc3ccccc3)CC2)on1	-27%
CC1=NS(=O)(=O)N(C)C=C1C(=O)OCc1nc(-c2cccs2)no1	4%
Cc1cc(C(=O)N2CC3CC(C2)[C@H]2CCCC(=O)N2C3)n(C)n1 (stereo partly drawn)	-3%
O=C1NCCC[C@@H]1NC(=O)[C@@H]1CN(C(=O)c2cccc(F)c2)CCN1C(=O)C1CCNCC1	3%
Cc1noc(-c2cccc(OC3CN(C(=O)c4cnn(C)c4)C3)c2)n1	39%[activator]
COc1ccc(Cn2c(C3CCN(C(=O)Cc4ccccc4OC)CC3)n[nH]c2=O)cc1	-13%
COC(=O)[C@@]1(C#N)CC(=O)N([C@@H](C)c2ccccc2)[C@H]1c1ccc(OC)cc1	?
CC(C)c1nccn1CCCNC(=O)c1ccc(-c2cccc(F)c2)nc1	31%[activator]
CC1=C(C(=O)Nc2ccc(C)cc2)C(c2ccc(Br)cc2)NC(=S)N1 (stereo not drawn)	?
O=C1Nc2ccccc2CC12CCN([S+](=O)([O-])c1cccc(C(F)(F)F)c1)C2 (stereo not drawn)	45%[activator]
COc1ccc(-c2[nH]ncc2CNC(=O)[C@H]2CCC[C@@H](O)C2)cc1	44%[activator]
CCOC(=O)c1ccccc1NC(=O)Cn1c(-c2cnccn2)nc(C)c(C)c1=O	31%[activator]

Continued:
SMILES	12-LOX inh
COc1ccc(CC(=O)N2CCCCC23Cc2ccccc2NC3=O)cc1 (stereo not drawn)	-3%
Cc1nn(C)c(C)c1CN(Cc1cnc(N2CCCCC2)nc1)C1CC1	7%
CCOC(=O)COc1ccc2c(=O)c(-c3ccc4c(c3)OCCO4)c(C(=O)OCC)oc2c1	-8%
O=C(NCC1(COc2ccccc2)C[C@@H](O)[C@@H](O)C1)c1ccno1 (stereo partly drawn)	125%[activator][176 µM]
COCCn1c(-c2ccc(Cl)cc2)n[nH]c1=S	?
O=C(Cc1ccsc1)NCc1ccccc1	2%
O=C(c1ccoc1)N1CCN2CCS(=O)(=O)N(C3CC3)C(=O)C2C1 (stereo not drawn)	7%
CC(CCc1ccccc1)NC(=O)Cn1c(=O)c2c(ncn2C)n(C)c1=O (stereo not drawn)	19%
S=C(NCc1ccc(Cl)cc1)Nc1ccc2ccccc2c1	?
Cc1cc(C)n(-c2nc3ccccc3nc2Nc2ccccc2Cl)n1	4%
COc1cccc(CC(=O)N2CC(c3nnc(-c4ccncc4)o3)C3(CCOCC3)C2)c1 (stereo not drawn)	43%
CCCCSc1nc2c(c(=O)[nH]c(=O)n2C)n1CC(O)COc1ccc(CC)cc1 (stereo not drawn)	?
CN1[C@@H](CCC(=O)NCc2ccccc2)CNC(=O)[C@@H]2[C@H]1CCN2Cc1ccc(C(F)(F)F)cc1	29%
COCCN1CC(CO)C2(CCN(Cc3cccc(Cl)c3)CC2)C1 (stereo not drawn)	22%
CS(=O)(=O)NCCC(=O)N1CC[C@@H]2[C@@H](CCC(=O)N2CCN)C1	8%
O=C(CCc1ncc(-c2ccc(F)cc2F)o1)Nc1cc(F)cc(F)c1	13%
COC(=O)[C@@H](Cc1cccnc1)NC(=O)[C@@H]1CN(C(=O)c2cccc(F)c2)CCN1C(=O)c1cccs1	7%
COCCN1C(=O)[C@H]2CN(Cc3cc(F)cc(F)c3)C[C@H]2C1=O	42%[activator]
O=C(NCc1nnc2n1CCN(Cc1ccccc1C(F)(F)F)CC2)c1ccncc1	27%
CC(C)(C)c1nc(C#N)c(NCC(c2cccs2)N2CCOCC2)o1 (stereo not drawn)	-5%
NC(=O)CNC(=O)[C@@]1(O)C[C@@H](O)[C@H](O)[C@@H](NC(=O)c2ccc(F)c(Cl)c2)C1	-6%[176 µM]
Cc1cccc(N2CCN([C@H]3CS(=O)(=O)C[C@@H]3S(=O)(=O)c3ccc(Cl)cc3)CC2)c1C	1%
O=C1NCCCCCCN(C(=O)c2cnccn2)[C@H]2C[C@H](C(=O)N3CCc4ccccc4C3)C[C@@H]12	45%[activator]
COc1cccc(S(=O)(=O)N2CCC3(CC2)CC(N(C)Cc2ccccc2)CCO3)c1 (stereo not drawn)	3%
CCCc1ccc(-c2csc(NC(=O)Cn3ncc4ccccc4c3=O)n2)cc1	?
O=C1O[C@@H]2CN(Cc3cnc[nH]3)C[C@@H]2N1CCc1ccc(F)cc1	-9%
CC(C)Oc1ccc2c(NC(=O)c3ccnn3C)nn(Cc3ccccc3)c2c1	-16%
CCN(CC)C(=O)[C@@H]1C[C@@H](n2cc(Cn3c(C)nc4ccccc43)nn2)CN1	54%[activator]
O=c1[nH]c(C2CCCN(Cc3cccc(Cl)c3)C2)nc2ccc(F)cc12 (stereo not drawn)	-18%
CCN(CC)C(=O)C(NC(=O)c1cccs1)C1CCN(C(=O)CCc2ccccc2)CC1 (stereo not drawn)	51%
Cc1ccc(-c2noc([C@@H]3Cc4nc[nH]c4CN3CC3CCCCC3)n2)cc1	12%[176 µM]
COc1ccc(Nc2cc(-c3ccccc3OC)nc3c(C)noc23)cc1OC	?
COc1ccccc1N1CCN(C(=O)COCC(=O)NCc2ccccc2)CC1	-5%
CC(=O)Nc1ccc(S(=O)(=O)N2C[C@@H]3C[C@H](C2)c2ccc(-c4ccccc4C)c(=O)n2C3)cc1	-11%
Cc1cc(Cl)cc(SCC(=O)O)c1Cl	3%
COCCNC(=O)[C@H]1C[C@H](Oc2cccnc2)CN1C(=O)NCc1ccccc1	12%
CC1CCCC(NC(=O)c2ccc(C#N)cc2)C1C (stereo not drawn)	?
COCC(=O)N[C@@H]1CN(Cc2ccc(F)c(OC)c2)C[C@H]1CO	?
CC1CCCC(NC(=O)c2ccc(NC(=O)CC#N)cc2)C1C (stereo not drawn)	3%
COc1ccc(C(=O)N[C@@H]2CCC[C@@H]2C(=O)N2CCN(C(C)C)CC2)cn1	6%
CN1CCN(S(=O)(=O)c2cc3ccccc3oc2=O)CC1	31%[activator]
O=S(=O)(c1ccccc1)c1nc(-c2cccs2)oc1N1CCOCC1	4%
COc1ccc(C2=NOC3(CCCN([S+](=O)([O-])c4ccccc4)C3)C2)cc1 (stereo not drawn)	5%[6.33 µM]
COc1ccc(C(=O)COC(=O)c2cc(C)nc3c(C)cccc23)cc1	11%
COc1ccccc1CCNC(=O)c1cccc(N2CCCCS2(=O)=O)c1	-13%
CCc1nccn(Cc2nnc(C3CC(N)C3)n2CCOC)c1=O (stereo not drawn)	60%[activator]
Cc1ccc(-n2c(C3CCN(C(=O)c4ccccc4)CC3)n[nH]c2=O)cc1	2%
O=C(NC1CCCN(c2cc(-c3ccccc3)[nH]n2)C1)c1c[nH]c2ccccc12 (stereo not drawn)	0%
CC1CCC(N2CCC(=O)CC2)CC1 (stereo not drawn)	2%
CN1CCCC12Cc1ccccc1CN(C(=O)C1CCCC1)C2 (stereo not drawn)	2%[6.33 µM]
COC1CN(c2cccc(F)c2)C12CCN(C(=O)CC1CCCC1)CC2 (stereo not drawn)	25%
COCCS(=O)(=O)c1ncc(CN2CC[C@@H]3CCCC[C@H]3C2)n1Cc1ccccc1	2%
CN(Cc1cccnc1)c1nc2c(c(=O)[nH]1)CCN(Cc1ccc(F)cc1)CC2	23%
CCOc1cc(=O)n2c(c1C(=O)Nc1ccc(Br)cc1F)CCCC2	22%
O=C([C@@H]1C[C@H](Oc2cccnc2)CN1C(=O)c1ccco1)N1CCCC1	51%
CCOc1ccc(C(=O)Nc2sc(C(=O)OC(C)C)c(C)c2C#N)cc1	10%
COc1ccc(CNC(=O)CSc2nnc(C)n2C2CCCCC2)cc1	6%
COc1ccc(C(=O)N[C@@H]2C[C@H](Cn3cc(CN(C)C)nn3)[C@@H](O)[C@H]2O)cc1	-15%[176 µM]
CN1c2cccnc2CN(Cc2ccccc2Cl)CC[C@H]1CO	18%[176 µM]
Cc1ccc(S(=O)(=O)N2CCCC(Cn3c(C)nc4cccnc43)C2)cc1C (stereo not drawn)	-10%

Reprinted from the part before: 2 compounds, then new ones.
SMILES	12-LOX inh
CN1c2cccnc2CN(Cc2ccccc2Cl)CC[C@H]1CO	18%[176 µM]
Cc1ccc(S(=O)(=O)N2CCCC(Cn3c(C)nc4cccnc43)C2)cc1C (stereo not drawn)	-10%
Cn1nc(C(=O)OCC(=O)N2c3ccccc3NC(=O)C2(C)C)c2ccccc2c1=O	-25%
CN(C)CCNC(=O)C1(C)CN(Cc2ccccc2)Cc2ccc(Nc3ccccc3)nc21 (stereo not drawn)	4%
c1ccc2c(CCNc3ccc(Nc4ccncc4)cc3)c[nH]c2c1	-11%[57.4 µM]
COCC(=O)N1CCN(C(=O)C2CCCCC2)[C@@H](C(=O)OC)C1	16%[176 µM]
Cc1c(Cl)c(CSc2nnc3ccc(C(F)(F)F)cn23)nc2ccccc12	-1%
Cc1cc(-c2cc3[nH]ccc3c(C(=O)NCc3c(C)cc(C)[nH]c3=O)n2)ccn1	2%[176 µM]
CCOc1ccc2nc(SCCNCCO)sc2c1	17%
Cc1cc(NC(C)CCc2ccccc2)n2ncnc2n1 (stereo not drawn)	-18%
COc1cccc(CN2CCc3nc(N4CCN(C)CC4)[nH]c(=O)c3CC2)c1OC	17%
O=C1CCCc2c1cc(C(=O)NC1CCCC1)c(=O)n2-c1ccc(C(F)(F)F)cc1	-34%
CC(C)NC(=O)C(C)Sc1nc(C2CC2)nc2ccccc12 (stereo not drawn)	-9%
Cc1ccc(-c2cc(C(=O)N3CCN(c4cccc(C(F)(F)F)c4)CC3)c3ccccc3n2)s1	?
CC(C)c1nnc2ccc(N3CCN(C(C)C)CC3)nn12	39%[activator]
CN(C)CCN(C)[C@@H]1[C@H](O)[C@H](CO)O[C@@H]1CNC(=O)Nc1ccccc1	43%[activator]
O=C(CN1CC2CC(C1)[C@H]1CCCC(=O)N1C2)NCc1ccc(F)cc1F (stereo partly drawn)	31%[activator]
O=C(NC1CCCC1)C1CCCCC(=O)N1Cc1ccccc1 (stereo not drawn)	-4%
O=C1/C(=C/c2cccc(F)c2)CSc2ccc(F)cc21	-28%
C=CCN1C(C(=O)OCC)CSCCS1(=O)=O (stereo not drawn)	-2%
COc1ccc(CN[C@H]2C[C@@H](Cc3cc(CN4CCOCC4)on3)C2(C)C)cc1	6%[176 µM]
